EPAC1 agonist – qHTS for Agonist of cAMP-regulated guanine nucleotide exchange factor 3 (EPAC1): primary screen. Rap guanine nucleotide exchange factor 3 (Homo sapiens), O95398. EPAC1 agonist qHTS, biochemical assay; response scale: 100% = response to 6.5 mM cAMP. Potency, µM (top dose mostly 154 µM), for the others: top-dose activation, most hits filed as activators. 0.073% of 360,000 active. AID 720707, 2013; note: potency is the fitted concentration of half-maximal effect; nearly all actives have a fitted effect of over 60% in size
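Compounds were pinned as a concentration titration into mixtures of EPAC1 (100 nM), BODIPY-GDP-loaded Rap1B (250 nM) and GDP (50 uM). After 5 min at room temperature, fluorescence was followed for 30 min; activity was scaled to 6.5 mM cAMP.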
WRN inhibitor – qHTS for Inhibitors of WRN Helicase | WRN helicase unwinding, fluorescent forked duplex, kinetic | Potency, µM (doses to about 114 µM), inactives show at the highest dose activity change, negative = inhibition, hits mostly inhibitors | 0.46% of 360,000 active | AID 651768, 2012 | Bifunctional 3'-5' exonuclease/ATP-dependent helicase WRN (Homo sapiens), Q14191; note: potency is the fitted concentration of half-maximal effect; % is set by controls: 0 for no effect and ±100 for the full control effect; nearly all actives have a fitted effect of over 55% in size
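Enzyme (20 nM final) and test compound sit together 15 min at room temperature before substrate addition. Substrate is a single-forked duplex oligonucleotide (100 nM) labelled with fluorophore and quencher, with 2 mM ATP; helicase unwinding raises red fluorescence, read kinetically.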
IL2 activator – qHTS of IL-2 Activators | IL-2 activation reporter assay, cell-based qHTS; stimulated with anti-CD3/CD4/CD28 beads; in transgenic mouse T cells | activation, % (series mostly up to about 46 µM) | 0.065% of 360,000 active; in the data active = activation above about 50%; inconclusive = mostly about 30% to 49%; note: 0% is about no effect
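First, unstimulated transgenic mouse T cells were exposed to compound for 60 min. Next, anti-CD3/anti-CD4-coated beads with anti-CD28 were added. Finally, after 18 h at 37 degrees C, EGFP and DsRed were imaged.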
PLK1 PBD inh – qHTS for Inhibitors of PLK1-PDB (polo-like kinase 1 - polo-box domain): Primary Screen. Serine/threonine-protein kinase PLK1 (Homo sapiens), P53350. Plk1 PBD binding of FITC phosphopeptide, fluorescence polarization. Potency, µM, without a hit: max response, negative = inhibition, hits mostly inhibitors. 2.8% of 360,000 active; note: potency is the fitted concentration of half-maximal effect; series mostly up to about 57 µM; % is set by controls: 0 for no effect and ±100 for the full control effect; nearly all actives have a fitted effect of over 65% in size
Target sequence (P53350 whole entry, looked up, the tested form may be a part): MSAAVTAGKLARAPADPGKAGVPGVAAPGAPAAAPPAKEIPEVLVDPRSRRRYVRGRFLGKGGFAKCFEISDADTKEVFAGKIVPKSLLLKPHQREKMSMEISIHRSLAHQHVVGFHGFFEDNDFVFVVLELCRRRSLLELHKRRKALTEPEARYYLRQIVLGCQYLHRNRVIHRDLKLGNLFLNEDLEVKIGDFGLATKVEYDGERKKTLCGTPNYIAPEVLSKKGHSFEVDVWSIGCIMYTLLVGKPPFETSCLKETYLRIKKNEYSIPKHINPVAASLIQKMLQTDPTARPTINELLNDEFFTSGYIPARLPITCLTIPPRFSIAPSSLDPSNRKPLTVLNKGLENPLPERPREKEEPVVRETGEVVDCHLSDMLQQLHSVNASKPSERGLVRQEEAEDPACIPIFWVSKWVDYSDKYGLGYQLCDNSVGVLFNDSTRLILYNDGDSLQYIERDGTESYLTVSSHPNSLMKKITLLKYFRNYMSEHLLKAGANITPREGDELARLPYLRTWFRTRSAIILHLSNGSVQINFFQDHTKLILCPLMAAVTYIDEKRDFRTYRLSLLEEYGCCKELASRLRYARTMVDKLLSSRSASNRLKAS
PI5P4Ka inh – qHTS for Inhibitors of phosphatidylinositol 5-phosphate 4-kinase (PI5P4K) | AID 652105, 2013 | 1.2% of 330,000 active | Phosphatidylinositol 5-phosphate 4-kinase type-2 alpha (Homo sapiens), P48426 | max response, % | PI5P4Kalpha enzyme, ADP-Glo luminescence, 60 min; hits give low values; active = max response of -50% or lower; inconclusive = between -30% and -50%; inactive = -30% or higher; note: value at the top dose of about 77 µM; % is set by controls: 0 for no effect and ±100 for the full control effect
Target sequence (P48426 whole entry, looked up): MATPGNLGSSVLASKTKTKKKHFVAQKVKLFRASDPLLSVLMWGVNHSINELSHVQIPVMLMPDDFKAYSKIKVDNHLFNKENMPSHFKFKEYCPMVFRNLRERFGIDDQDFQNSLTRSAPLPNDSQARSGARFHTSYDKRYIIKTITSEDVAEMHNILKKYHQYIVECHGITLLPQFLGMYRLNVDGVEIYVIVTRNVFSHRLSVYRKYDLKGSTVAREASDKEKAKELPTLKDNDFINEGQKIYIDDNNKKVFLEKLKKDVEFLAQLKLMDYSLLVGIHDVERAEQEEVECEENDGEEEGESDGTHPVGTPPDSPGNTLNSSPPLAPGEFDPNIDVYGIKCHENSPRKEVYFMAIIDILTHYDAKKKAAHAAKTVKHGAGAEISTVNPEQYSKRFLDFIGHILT
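qHTS, 1536-well: enzyme/substrate mix, compound by pin tool, 5 microM ATP final; RT 60 min; ADP-Glo reagents 1 (45 min) then 2 (30 min); luminescence.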
CCT modulator – High-Throughput Screening for Modulators of Cytosolic Chaperonin Activity; activity change, % (test concentration not listed), hits read low; 0.3% of 360,000 active; purified chaperonin ATPase assay, HTRF ADP detection, 30 min; AID 651819, 2012; in the data active = activity change below about -30%; note: % is set by controls: 0 for no effect and ±100 for the full control effect
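Nucleotide hydrolysis assay: TRiC at 20–40 nM final (set by batch activity) with 10 uM ATP, 30 min at 37 °C, in presence of 76 uM compound. Detection by competitive ADP HTRF, 30 min ambient.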
EPAC2 agonist – qHTS for Agonist of cAMP-regulated guanine nucleotide exchange factor 4 (EPAC2): primary screen. 0.079% of 360,000 active. EPAC2 activation, biochemical qHTS; response scale: 100% = 6.5 mM cAMP response. Rap guanine nucleotide exchange factor 4 (Homo sapiens), Q8WZA2. Potency, µM (titrated, usually from 154 µM), for the others: at the highest dose activation, most hits filed as activators. AID 720711, 2013; note: potency is the fitted concentration of half-maximal effect; nearly all actives have a fitted effect of over 50% in size
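Exchange assay: 100 nM EPAC2 with 250 nM Rap1B-BODIPY-GDP and 50 uM GDP. Fluorescence (ex 480/em 540 nm) read every 5 min for 30 min at room temperature. Data normalized to 6.5 mM cAMP as agonist control.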
EPAC1 antag – qHTS for Antagonist of cAMP-regulated guanine nucleotide exchange factor 3 (EPAC1): primary screen; Rap guanine nucleotide exchange factor 3 (Homo sapiens), O95398; 0.14% of 360,000 active; Potency, µM (top dose mostly 115 µM), without a hit: at the highest dose activity change, negative = inhibition, hits mostly inhibitors; EPAC1 GEF assay, Rap1b-BODIPY-GDP exchange fluorescence;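 note: potency is the fitted concentration of half-maximal effect; plate controls were vehicle for no effect and positive control for full effect; nearly all actives have a fitted effect of over 50% in size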
Active calls of the source: *; ? = inconclusive; . = no result given; [ ] = another dose, or the depositor's remark. Unless noted, calls come from the whole dose curve; as a rule, active = well fitted curve in the direction sought with a large enough effect; inconclusive = small, poorly fitted or top-dose-only effect, or another doubt; inactive = no such curve, though single readings can be large; an effect the other way counts as inactive or inconclusive. These rows are one share of the data; rates above refer to the full screens.

SMILES | EPAC1 agonist | WRN inhibitor | IL2 activator | PLK1 PBD inh | PI5P4Ka inh | CCT modulator | EPAC2 agonist | EPAC1 antag
COc1ccc(C(=O)/C=C/c2ccc3c(c2)OCCO3)cc1 | 11% | -5% | -4.2 | 4% | -1 | 0.8 | 7% | -19%
CCn1cc(Br)c(C(=O)Nc2nccs2)n1 | 9% | -19% | -3.8 | -14% | 0 | -4.5 | 10% | -18%
COc1ccc(Cl)cc1NS(=O)(=O)c1cn(C)nc1C | -22% | 2% | -3.8 | -2% | -1 | 0.0 | 4% | 4%
O=C1CN(C(=O)N[C@@H](Cc2ccccc2)C(=O)N[C@@H](C(=O)O)c2ccccc2)c2ccccc2N1 | 12% | -4% | -2.1 | 24µM* | -10 | -2.5 | 9% | 8%
COc1cccc(C(=O)CSc2nnc(-c3cc(OC)c(OC)c(OC)c3)o2)c1 | 21% | -17% | 0.2 | 0% | . | -2.5 | 18% | -3%
O=C(/C=C/c1ccccc1)NC(=S)NNC(=O)Cc1cccs1 | -11% | 8%[57.1 µM] | -1.1 | -15% | -25 | -6.7 | -9% | 10%
CC(C)(C)c1ccc(-c2nnc(NC(=O)c3ccccc3)s2)cc1 | 1% | -1% | -2.4 | -3% | . | -3.9 | 3% | 15%
COc1ccccc1NS(=O)(=O)c1ccc(O)c(C(=O)OCC(=O)Nc2ccccc2F)c1 | 3% | -5% | -1.9 | 1% | 1 | 0.9 | 5% | 2%
Cc1nc2ccc(NC(=O)c3c(-c4ccccc4)noc3C)cc2s1 | 7% | 1% | -0.3 | -1% | 2 | -3.4 | -8% | 2%
CCN(CC)S(=O)(=O)c1ccc(OC)c(NC(=O)c2ccc(N3CCCC3=O)cc2)c1 | -5% | 0% | 0.9 | -2% | -7 | -1.2 | -1% | 13%
OC(c1ccc(F)c(F)c1)c1nc(-c2ccc(Cl)cc2)cs1 (stereo not given) | -10% | -12% | 0.4 | -2% | 1 | -1.1 | 18% | -11%
O=C1NC[C@@H](CCCCN2C[C@H](Cc3ccc(O)cc3)N(Cc3ccccc3)C(=O)C2=O)N(CC2CCCCC2)C1=O | -10% | 14% | -0.6 | -1% | -5 | 0.6 | 1% | -5%
COc1ccc(C(O)c2ncc(-c3cccc(OC)c3)[nH]2)cc1 (stereo not given) | 8% | 4% | -0.5 | -4% | 8 | 0.9 | 9% | -9%
Cc1cn([C@H]2C[C@H](O)[C@@H](/C=C/C(=O)NCCc3cccnc3)O2)c(=O)[nH]c1=O | -2% | -6% | 0.8 | -15% | -9 | 0.2 | 7% | -10%
O=C1c2ccccc2NC(c2ccccc2)N1Cc1ccco1 (stereo not given) | 2% | -14% | -0.6 | -12% | -21 | -1.2 | -19% | -26%
Cc1ccc(S(=O)(=O)N2CCN(C(=O)N3CCOCC3)CC2)c(C)c1 | -3% | -1% | 0.3 | 3% | -2 | -4.0 | 1% | 10%
CCOC1=C2CN(S(=O)(=O)c3ccc(C)cc3)[C@H](c3cccc(Cl)c3)C[C@H]2[C@H]2C(=O)N(c3ccccc3)C(=O)[C@H]2C1 | -1% | -7% | 1.4 | -1% | -1 | 0.0 | 4% | -27%
O=C(Oc1ccc(Cl)cc1)c1ccc2nccnc2c1 | 6% | 10%[57.1 µM] | -2.0 | -9% | -8 | -2.8 | -4% | 4%
NC(=O)C1CCN(C(=O)CN2CCN(c3cccc(C(F)(F)F)c3)CC2)CC1 | 0% | -3% | -1.6 | ? | -2 | -4.1 | 3% | 10%
CCN(CC)c1ccc(NC(=O)C2CCC(CNc3c(N4CCCC4)c(=O)c3=O)CC2)c(C)c1 (stereo not given) | -4% | 5% | -0.2 | 5% | -5 | -2.1 | -8% | 6%
Cc1nn2c(=O)c(NC(=O)c3ccc(Cl)cc3)cnc2s1 | -9% | -8%[57.1 µM] | 0.6 | -8% | 2 | 2.7 | -1% | -23%
Cc1ccc(N2C(=O)C(CC(=O)Nc3cccc(F)c3)N(CCc3ccncc3)C2=O)cc1 (stereo not given) | -4% | 4% | 0.2 | -7% | -19 | 1.1 | 7% | -29%
CCN(CC)CCNC(=O)Cn1cnc2sc(C)c(S(=O)(=O)N3CC(C)CC(C)C3)c2c1=O (stereo not given) | 3% | 8% | 0.4 | -9% | 2 | -1.1 | 2% | -1%
COc1cc2c(cc1OC)C(C)N(C(=O)Nc1ccccc1)CC2 (stereo not given) | 6% | -1% | -4.3 | -1% | -11 | -2.8 | 12% | -17%
COc1ccccc1Nc1ncnc2nc[nH]c12 | -7% | -7% | -1.3 | 1% | -5 | -1.2 | 2% | 5%
COc1cccc(CNC(=O)CCS(=O)(=O)c2cccc3nsnc23)c1 | 0% | 0% | 1.7 | -26% | -4 | 0.8 | 3% | 0%
CC(Sc1ccccc1)C(=O)Nc1ccc(N2CCOCC2)cc1 (stereo not given) | 2% | -3% | 3.2 | ? | -4 | -3.3 | -8% | -12%
COc1cc(C(=O)Nc2ccccc2N2CCN(S(C)(=O)=O)CC2)cc(OC)c1OC | 4% | -8% | 1.0 | -5% | 1 | -1.0 | -2% | 0%
Nc1nc(N2CCN(c3ccccn3)CC2)nc2ccccc12 | 6% | -8% | -2.0 | -13% | -7 | 0.0 | 2% | -14%
Cc1cccnc1NC(=O)c1ccc2c(c1)OCO2 | 7% | -2% | -1.9 | 0% | 7 | -3.6 | 4% | 5%
CC1CC(=O)C2=C(C1)Nc1nc3ccccc3n1C2c1cccnc1 (stereo not given) | 8% | -1% | -3.3 | -14% | -2 | -2.6 | 13% | -11%
O=C(NCCC1=CCCCC1)C(=O)NCCc1ccc(Cl)cc1 | 1% | 4% | -0.2 | -20% | -2 | -4.1 | 5% | 15%
O=C1c2ccccc2C(O)N1c1cccnc1 (stereo not given) | -2% | -5% | -1.5 | -3% | 11 | -2.0 | 8% | -8%
COC(=O)C[C@@H]1C[C@@H]2c3cc(NS(=O)(=O)c4ccc(F)cc4)ccc3O[C@@H]2[C@@H](CO)O1 | -2% | 3% | -1.3 | 0% | -1 | -0.8 | 0% | 7%
Cn1c(SCC(N)=O)nnc1C1CCN(C(=O)NC2CCCCC2)CC1 | 4% | 4% | 3.6 | -2% | 10 | 0.4 | -3% | 13%
CN(C)c1ccc(C(=O)N2CCCC2)cc1 | 9% | -2% | -0.6 | -17% | 0 | 1.1 | 3% | 0%
C=CCn1c(SCC(=O)Nc2ccc(C(=O)OCC)cc2)nnc1-c1cccs1 | -7% | -10% | -0.2 | -1% | -6 | 0.7 | -10% | -16%
COCc1cccc(-c2csc(C(O)c3cccc(OC)c3)n2)c1 (stereo not given) | -1% | -3% | -0.6 | 0% | -6 | 1.1 | 16% | 9%
COc1ccc(S(=O)(=O)Nc2cccc(F)c2C)cc1C(=O)N1CCOCC1 | -3% | 2% | -0.1 | -9% | 8 | 2.1 | 6% | 1%
COc1ccc(OC)c(S(=O)(=O)NCCS(=O)(=O)N2CCN(c3ccccc3)CC2)c1 | 15% | 2% | -1.8 | -8% | 5 | 0.3 | 0% | -11%
COC(=O)Nc1ccc(S(=O)(=O)N2CCN(C)CC2)cc1 | -11% | 12% | -0.4 | -3% | 7 | 2.1 | -83%[inhibitor][15.6 µM] | 6%
CCc1ccc(S(=O)(=O)c2n[nH]n3c2nc(=O)c2ccccc23)cc1 | -6% | -20%[57.1 µM] | 1.4 | -19% | . | 0.2 | 6% | 9%
COc1ccc(OCC(=O)Nc2ccccc2Cl)cc1 | 6% | 1% | 1.7 | -6% | 3 | -1.0 | 12% | -27%
CCc1cc(=O)oc2cc(OCC(=O)NCC3CCC(C(=O)O)CC3)ccc12 (stereo not given) | -4% | 0% | -0.7 | -4% | 0 | -0.5 | -2% | 5%
COc1ccccc1/C=C/CN1CC(C)OC(C)C1 (stereo not given) | -2% | -11% | 0.1 | -3% | . | -1.0 | 8% | -4%

Among those listed so far, seven have a Cl atom.
SMILES | EPAC1 agonist | WRN inhibitor | IL2 activator | PLK1 PBD inh | PI5P4Ka inh | CCT modulator | EPAC2 agonist | EPAC1 antag
COc1ccc(Cl)cc1NS(=O)(=O)c1cn(C)nc1C | -22% | 2% | -3.8 | -2% | -1 | 0.0 | 4% | 4%
OC(c1ccc(F)c(F)c1)c1nc(-c2ccc(Cl)cc2)cs1 (stereo not given) | -10% | -12% | 0.4 | -2% | 1 | -1.1 | 18% | -11%
CCOC1=C2CN(S(=O)(=O)c3ccc(C)cc3)[C@H](c3cccc(Cl)c3)C[C@H]2[C@H]2C(=O)N(c3ccccc3)C(=O)[C@H]2C1 | -1% | -7% | 1.4 | -1% | -1 | 0.0 | 4% | -27%
O=C(Oc1ccc(Cl)cc1)c1ccc2nccnc2c1 | 6% | 10%[57.1 µM] | -2.0 | -9% | -8 | -2.8 | -4% | 4%
Cc1nn2c(=O)c(NC(=O)c3ccc(Cl)cc3)cnc2s1 | -9% | -8%[57.1 µM] | 0.6 | -8% | 2 | 2.7 | -1% | -23%
O=C(NCCC1=CCCCC1)C(=O)NCCc1ccc(Cl)cc1 | 1% | 4% | -0.2 | -20% | -2 | -4.1 | 5% | 15%
COc1ccc(OCC(=O)Nc2ccccc2Cl)cc1 | 6% | 1% | 1.7 | -6% | 3 | -1.0 | 12% | -27%

Screens (PubChem)
